# High-throughput results (PubChem BioAssay)
# cardiac RTF act = increases calcium sensitivity of human cardiac regulated thin filaments; P19429+P45379; IANBD-labeled TnC RTF fluorescence at EC20 calcium; 0% EC20 calcium, 100% full calcium; activation, % at 7.2 µM; 340,000 compounds, 0.24% hits; AID 493008;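 active means activation above the mean over all tested compounds plus 3 SD, cut at about 30% in these data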;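 further: rise in fluorescence read as greater calcium sensitivity of cardiac thin filaments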
# RTF Ca sens inh = cardiac RTF calcium desensitization. 340,000 compounds, 0.12% hits. AID 493244. P19429+P45379. IANBD-labeled cardiac RTF, Ca2+ fluorescence. inhibition, % at 7.15 µM;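 active means inhibition above the mean inhibition of all tested compounds plus 3 SD, cut at about 17% in these data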;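 further: assay run at fixed EC70 calcium of 1.6 mM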
# DAGLB inhibitor = blocks human DAGLB lipase activity | Q8NCG7 | HEK293T DAGLB membrane lysate, EnzChek fluorogenic substrate | inhibition, % at 5.17 µM | 340,000 compounds, 0.059% hits; in the data active means inhibition above about 34%;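 further: 0% = enzyme with vehicle and 100% = wells lacking enzyme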
# Keap1-Nrf2 PPI = disrupts human Keap1 binding to Nrf2 peptide; Q14145; Keap1 Kelch-Nrf2 peptide fluorescence polarization, 1536-well; inhibition, % at 9.4 µM; 340,000 compounds, 0.15% hits; AID 504523; in the data active means inhibition above about 12%;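 further: human Keap1 Kelch domain with fluorescein labeled Nrf2 9mer peptide probe; 0% = neutral control wells and 100% = peptide positive control; higher means more block of Keap1 binding to Nrf2 peptide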
# Target sequence (Q14145 whole entry, looked up, the tested form may be a part): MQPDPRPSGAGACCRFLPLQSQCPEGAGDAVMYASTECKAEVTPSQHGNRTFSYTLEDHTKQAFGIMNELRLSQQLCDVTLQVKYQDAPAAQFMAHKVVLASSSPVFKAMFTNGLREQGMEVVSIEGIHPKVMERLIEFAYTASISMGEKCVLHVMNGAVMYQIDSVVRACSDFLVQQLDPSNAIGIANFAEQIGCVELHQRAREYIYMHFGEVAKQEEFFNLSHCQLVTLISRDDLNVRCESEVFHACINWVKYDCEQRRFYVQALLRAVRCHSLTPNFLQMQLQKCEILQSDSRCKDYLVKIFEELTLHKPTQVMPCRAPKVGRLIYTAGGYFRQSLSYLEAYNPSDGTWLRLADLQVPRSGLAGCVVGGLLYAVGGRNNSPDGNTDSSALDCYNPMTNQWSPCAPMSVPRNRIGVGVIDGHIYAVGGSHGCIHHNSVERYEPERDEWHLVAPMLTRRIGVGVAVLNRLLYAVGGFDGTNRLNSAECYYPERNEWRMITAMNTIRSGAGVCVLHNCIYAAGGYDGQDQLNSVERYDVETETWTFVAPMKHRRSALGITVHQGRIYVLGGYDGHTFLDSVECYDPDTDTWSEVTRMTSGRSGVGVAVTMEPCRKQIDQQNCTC
# CAL PDZ FP-1 = blocks peptide binding to human CAL PDZ domain | purified CAL PDZ, TMR-peptide fluorescence polarization, 1 h | inhibition, % at 20 µM | AID 504414 | 330,000 compounds, 0.02% hits | Q9HD26;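 active means highest replicate inhibition of at least 40%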;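 further: plate controls were DMSO neutral control wells for no effect and unlabeled competitor peptide control wells for full effect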
#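 Test system: purified CerCALP PDZ construct; Compound dosing: one concentration, 20 µM compound; Also added: TMR-labelled reporter peptide T*-PRC34 bound in PDZ groove; Read-out: inhibition from polarization loss; Controls: unlabelled peptide and DMSO controls; Signal: FP readout, S and P plane fluorescence; Incubation: 1 h at RT.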
# Rtt109 Vps75 = C. albicans Rtt109 histone acetyltransferase inhibition. purified Rtt109/Vps75, ThioGlo CoA-SH fluorescence, 4 h. inhibition, % at 34.9 µM. 330,000 compounds, 0.16% hits. AID 540336;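 active means inhibition of at least 50% in every replicate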
# SR-BI uptake up = SR-BI HDL lipid transfer activation; CHO ldlA[mSR-BI] cells, DiI-HDL uptake fluorescence, 3 h; 100 = double the neutral-control signal; activation, % at 12.5 µM; 320,000 compounds, 0.096% hits;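 active means mean replicate activation of at least 60% and every replicate at or above 60%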;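 further: 0% = median plate neutral-control signal and 100% = twice that signal; values of inactives mirror those of a sister screen read the other way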
#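 System: LDL receptor-deficient CHO ldlA cells overexpressing murine SR-BI | Timing: 3 h uptake period with compound, 37 °C | Medium: HEPES-buffered (25 mM, pH 7.4) F12 plus 0.5% BSA | Dosing: Single-point compound dose | Signal: Bottom-read fluorescence, 550/595 nm | Read-out: Retained DiI signal reflecting DiI-HDL uptake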
# CAL PDZ FP-2 = CAL PDZ (human) peptide binding inhibition; inhibition, % at 24.9 µM; purified CAL PDZ, TMR-peptide fluorescence polarization, 1 h; 300,000 compounds, 0.92% hits; AID 602252; Q9HD26;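 active means mean inhibition of at least 30% with at least half of replicates also reaching 30%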;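 further: 0% = DMSO neutral control and 100% = excess unlabeled competitor peptide PRC23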
# C-LANA FP = inhibitors of KSHV LANA C-terminal domain DNA binding; MBP-C-LANA/FAM-LBS DNA binding, fluorescence polarization; inhibition, % at 9 µM; 340,000 compounds, 0.078% hits; AID 504423;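 active means highest replicate inhibition at or above 60% at 9 µM, even if other replicates fall short; inactive means all replicates below 60% inhibition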;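 further: 0% = neutral control wells and 100% = 4 µM acridine orange control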
# PKA-R2B act = PKA-R2B complex activation | P22694+P31323 | PKA-R2B holoenzyme dissociation, Cy5-IP20 fluorescence polarization; R2B truncated from residue 108, S112A mutant; 0% DMSO only, 100% 113 µM cGMP | activation, % at 11.4 µM | 340,000 compounds, 0.079% hits | AID 504700;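 active means activation above a cutoff set at the mean over all compounds plus 3 SD, cut at about 18% in these data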;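 further: higher means more holoenzyme dissociation and a rise in polarization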
# Target sequence (P31323 whole entry, looked up, other chains not shown, the tested form may be a part): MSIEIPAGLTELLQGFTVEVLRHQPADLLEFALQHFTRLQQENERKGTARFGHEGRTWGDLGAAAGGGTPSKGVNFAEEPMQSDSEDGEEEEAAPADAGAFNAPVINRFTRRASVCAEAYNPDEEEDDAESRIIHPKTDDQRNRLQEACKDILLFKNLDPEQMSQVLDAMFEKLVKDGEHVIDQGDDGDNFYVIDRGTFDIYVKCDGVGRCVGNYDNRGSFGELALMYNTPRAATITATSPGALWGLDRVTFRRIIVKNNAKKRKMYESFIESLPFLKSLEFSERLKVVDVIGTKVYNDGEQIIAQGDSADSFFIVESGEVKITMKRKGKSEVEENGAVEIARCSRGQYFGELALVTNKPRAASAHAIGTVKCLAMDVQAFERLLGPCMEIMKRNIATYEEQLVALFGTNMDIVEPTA
# * = called active by the depositor; . = not tested or not shown; & = joins results of further samples.
# A first look:
SMILES,cardiac RTF act,RTF Ca sens inh,DAGLB inhibitor,Keap1-Nrf2 PPI,CAL PDZ FP-1,Rtt109 Vps75,SR-BI uptake up,CAL PDZ FP-2,C-LANA FP,PKA-R2B act
COc1ccc(C(CNC(=O)CCOc2ccccc2)N(C)C)cc1 (centres undefined),-2,0,4,-4,0.3,4,15,-3,0.0,-2
COCCN(C(=O)COC(=O)C1CCC(C(C)(C)C)CC1)c1c(N)n(Cc2ccccc2)c(=O)[nH]c1=O (centres undefined),-15,-10,1,-2,0.1,3,-4,.,0.9,-7

# This part in full, repeating the preview:
SMILES,cardiac RTF act,RTF Ca sens inh,DAGLB inhibitor,Keap1-Nrf2 PPI,CAL PDZ FP-1,Rtt109 Vps75,SR-BI uptake up,CAL PDZ FP-2,C-LANA FP,PKA-R2B act
COc1ccc(C(CNC(=O)CCOc2ccccc2)N(C)C)cc1 (centres undefined),-2,0,4,-4,0.3,4,15,-3,0.0,-2
COCCN(C(=O)COC(=O)C1CCC(C(C)(C)C)CC1)c1c(N)n(Cc2ccccc2)c(=O)[nH]c1=O (centres undefined),-15,-10,1,-2,0.1,3,-4,.,0.9,-7
O=C1C=C(N(CCO)CCO)C2(CCCCC2)O1,0,-4,0,-8,0.4,6,10,.,0.3,-6
CCOC(=O)N1CCC(NC2CCCCCCC2)CC1,-1,-1,-1,-2,-0.3,3,11,0,1.3,-7
COC(=O)c1c(NC(=O)CSc2nnnn2-c2ccccc2)sc2c1CCC(C)C2 (centres undefined),5,2,-8,-4,-3.3,0,-8,0,1.8,-3
Cc1ccccc1N=C1SCCN1C(=O)CN1C(=O)NC2(CCCC2)C1=O,-1,0,1,2,-3.1,4,4,-3,0.3,2
O=C(CNS(=O)(=O)N1CCOCC1)N/N=C/c1cccnc1,4,7,-1,-3,0.7,-1,13,-5,-1.4,3
Cc1ccc(-n2c(SCC(=O)N3c4ccccc4Sc4ccccc43)nnc2-c2ccncc2)cc1,4,-4,2,3,0.3,1,.,4,-2.2,-4
COc1ccc(C2=NN(S(C)(=O)=O)C(c3cccs3)C2)cc1 (centres undefined),1,-6,-2,8,-1.0,10,9,-5,0.3,-4
CCN(CC)S(=O)(=O)c1ccc(N2CCOCC2)c(NC(=O)CCOc2ccccc2)c1,1,-5,2,3,-2.2,7,.,-1,0.6,-2
COc1ccc(-c2nc(CSCC(=O)NCc3ccc4c(c3)OCO4)c(C)o2)cc1OC,3,0,1,2,0.7,3,-37,3,-3.4,1
COc1ccccc1NS(=O)(=O)c1ccc(N2CCOCC2)c(NC(=O)c2ccco2)c1,6,11,0,4,-1.5,11,-2,-5,1.7,5
COc1ccc(C(C)=O)cc1CSCCC#N,0,0,0,-1,1.0,-4,16,-5,2.2,6
Cc1cccc(NC(=O)NNC(=O)c2ccc(C)c([N+](=O)[O-])c2)c1,4,-4,2,-5,-3.9,-1,19,0,-0.7,-2
CCOC(=O)c1sc(SCc2ccccc2)c2c1CC(C)(C)CC2=O,8,-18,-14,-2,0.1,-9,-42,0,0.1,15
CCOc1ccc(NC(=O)CN(C)C(=O)c2cc(-c3ccco3)nc3ccccc23)cc1OCC,-11,-16,2,-1,-0.4,-2,-37,.,-0.1,-5
COc1cccc(NC(=O)c2cc([N+](=O)[O-])ccc2NCc2cccnc2)c1,3,1,-2,-1,-0.1,-4,2,-4,2.1,-15
C=C(C)Cn1c(CCNC(=O)c2ccco2)nc2ccccc21,-1,-21,-4,0,-2.0,41,.,0,-1.7,5
O=S(=O)(NCCc1ccncc1)c1ccccc1,7,3,1,-1,-0.9,1,40,-1,-1.3,-7
CC(C)c1ccc(S(=O)(=O)N(C)C2(C)CCS(=O)(=O)C2)cc1 (centres undefined),2,-5,0,4,-5.3,0,8,-2,-0.3,8
CCCn1nc2cc(C(=O)NCc3ccc(OC(F)(F)F)cc3)ccc2c1OCC,-2,5,-1,-2,-0.7,7,-14,-3,-0.6,-7
Cc1ccccc1Nc1nc(N)nc(COC(=O)/C=C/c2ccco2)n1,5,1,0,-2,-3.3,8,8,-4,-2.4,-10
OCCC1CN(Cc2ccc(F)cc2)CCN1CCCc1ccccc1 (centres undefined),5,-2,1,-7,0.3,3,13,.,-3.7,-10
Cc1ccc(C)c(NC(=O)Cn2nc(C)c3ccccc3c2=O)c1,2,0,-3,-1,-2.5,-9,8,-5,0.4,-1
CCN1CCCC1CNC(=O)Cn1cc(C)c(=O)[nH]c1=O (centres undefined),-6,4,-2,-5,-0.2,14,17,3,-0.3,-9
COC(=O)c1c(NC(=O)CN2C(=O)C(=O)N(CC(C)C)C2=O)sc2c1CCCCC2,-19,-10,-2,2,-3.1,-3,-15,-3,0.2,-11
CCOC(=O)c1c(C#N)cnn1-c1ccc(C)cc1,0,1,-2,0,-0.5,6,7,-3,1.0,6
COc1ccc(CNC(=O)CCc2nnc3ccc(NCCCN4CCCC4=O)nn23)cc1,5,-3,3,-4,-1.7,2,13,2,-0.2,-6
Oc1c(Br)cc(Br)cc1C=Nc1cccc2ncccc12,-2,-4,13,3,1.6,-6,0,0,3.5,-6
COc1ccc(C2/C=C\CN(S(=O)(=O)c3cccs3)CC(=O)N2Cc2ccc(F)cc2)cc1 (centres undefined),-3,6,-4,0,-0.7,-4,-39,-6,1.1,13

# Only PKA-R2B act, for some of the entries so far:
molecule	PKA-R2B act
O=S(=O)(NCCc1ccncc1)c1ccccc1	-7
CC(C)c1ccc(S(=O)(=O)N(C)C2(C)CCS(=O)(=O)C2)cc1 (centres undefined)	8
CCCn1nc2cc(C(=O)NCc3ccc(OC(F)(F)F)cc3)ccc2c1OCC	-7
Cc1ccccc1Nc1nc(N)nc(COC(=O)/C=C/c2ccco2)n1	-10

# Three of the entries above in order of the C-LANA FP value, ascending:
mol | C-LANA FP
OCCC1CN(Cc2ccc(F)cc2)CCN1CCCc1ccccc1 (centres undefined) | -3.7
O=S(=O)(NCCc1ccncc1)c1ccccc1 | -1.3
COC(=O)c1c(NC(=O)CN2C(=O)C(=O)N(CC(C)C)C2=O)sc2c1CCCCC2 | 0.2

# New compounds follow:
SMILES,cardiac RTF act,RTF Ca sens inh,DAGLB inhibitor,Keap1-Nrf2 PPI,CAL PDZ FP-1,Rtt109 Vps75,SR-BI uptake up,CAL PDZ FP-2,C-LANA FP,PKA-R2B act
COc1ccc(-n2c(=S)[nH]c3cc(C(=O)NCc4ccco4)ccc3c2=O)cc1OC,-6&-9,-5&2,1&0,-5&-2,-1.2&-0.9,-3&-4,22&-6,-1,-0.6&2.0,0&-7
CCOC(=O)c1c(NC(=O)Cn2cnc([N+](=O)[O-])n2)sc2c1CCC(C)C2 (centres undefined),-2,9,-3,-9,-0.3,5,-60,-2,2.3,-2
COc1ccc(CCNC(=O)Cn2c([N+](=O)[O-])cnc2C)cc1OC,-5,7,0,-4,-1.2,-5,0,3,0.0,-4
S=C(NNc1cccc(Cl)c1)NC1CCCCC1,6,-10,-1,2,-1.4,-6,-9,-1,2.8,10
CC(C)CCSc1cc(NCCO)c([N+](=O)[O-])c2nonc12,5,-5,-1,-3,0.5,2,1,3,1.3,5
CC12CCC(O)CC1=CCC1C2CCC2(C)C3=NN=CC3CC12 (centres undefined),6,-6,2,0,-2.2,2,19,-2,-1.0,0
COc1ccc(CN2[C@@H](CC(=O)O)c3cc(F)ccc3S2(=O)=O)cc1,-7,2,-2,1,1.7,3,4,3,3.3,2
CCOc1ccc(NC(=O)CSc2cn[nH]n2)cc1,1,-3,3,-6,0.4,3,16,11,-0.3,-11
COC(=O)c1c(S(N)(=O)=O)c2ccccc2n1C,0,-4,1,-2,-0.6,-3,11,.,0.8,-1
CC(C)(C)OC(=O)N1CCC(c2cc(=O)n3[nH]cc(C(=O)NC4CCCC4)c3n2)CC1,4,-6,4,-6,-0.8,-5,23,-2,1.4,10
CC1CCCN(C(=O)Cn2c(-c3nonc3N)nc3ccccc32)C1 (centres undefined),-1,-8,-1,-4,-0.3,-6,14,.,0.7,-16
Cn1cc(S(=O)(=O)NCc2cccs2)c(=O)n(C)c1=O,2,-4,5,3,0.6,-9,21,.,-0.6,-3
Cc1cccc(N(CC(=O)NCc2ccccc2)C(=O)Cn2nnc(-c3ccc(C)o3)n2)c1,-2,-2,-12,-3,-1.8,1,-69,-1,1.6,-2
O=C(NCCN1CCOCC1)c1ccc2c(c1)ncn2C1CCCC1,0,0,-4,-1,-1.4,-3,-1,.,0.2,5
CC(=O)c1c(C)oc2ccc(NS(=O)(=O)c3ccc(O)c(C(=O)O)c3)cc12,3,-1,57*,-3,-1.2,19,5,3,2.4,-5
CCOc1ccc(CCNC(=O)COC(=O)c2cccc(S(=O)(=O)N3CCOCC3)c2)cc1OCC,-3,-10,4,2,-2.0,-8,-23,-5,-1.2,3
CCCOc1ccc2c3c(c(=O)oc2c1)CCCC3,-1,-8,-11,3,-0.8,-7,15,-7,4.4,7
CN(C)c1ccc(-c2ccc3oc(-c4ccsc4)cc(=O)c3c2)cn1,-13,-1,3,-7,0.2,19,6,-1,-1.5,9
Cc1cccn2c(=O)c3cc(C(=O)NCCN4CCOCC4)c(=N)n(CCN4CCOCC4)c3nc12,1,-2,-2,-4,-2.3,.,3,2,-3.6,0
CC1CCN(C(=O)CCNS(=O)(=O)c2ccc(Cl)cc2)CC1,-2,-11,0,1,-5.5,-2,.,-4,-1.5,-3
COc1ccc(CCCC(=O)N/N=C\c2cccs2)cc1,1,-2,-1,-2,-1.1,-3,15,.,1.0,-12
Cc1cc(OC(C)C(=O)Nc2ccccc2C(=O)N2CCCC2)ccc1Cl (centres undefined),0,-6,-3,-8,-1.4,-7,14,-5,-1.0,6

# Grouped by structure: those above containing a tert-butyl group.
SMILES,cardiac RTF act,RTF Ca sens inh,DAGLB inhibitor,Keap1-Nrf2 PPI,CAL PDZ FP-1,Rtt109 Vps75,SR-BI uptake up,CAL PDZ FP-2,C-LANA FP,PKA-R2B act
COCCN(C(=O)COC(=O)C1CCC(C(C)(C)C)CC1)c1c(N)n(Cc2ccccc2)c(=O)[nH]c1=O (centres undefined),-15,-10,1,-2,0.1,3,-4,.,0.9,-7
CC(C)(C)OC(=O)N1CCC(c2cc(=O)n3[nH]cc(C(=O)NC4CCCC4)c3n2)CC1,4,-6,4,-6,-0.8,-5,23,-2,1.4,10
